# High-throughput results (PubChem BioAssay)
# ALOX12 inh: Primary qHTS assay for inhibitors of human arachidonate 12S-lipoxygenase (ALOX12): Round 2; Polyunsaturated fatty acid lipoxygenase ALOX12 (Homo sapiens), P18054; AID 1671190, 2021; 580,000 tested, 1.1% active; purified 12hLO, xylenol orange hydroperoxide absorbance; Potency, µM (titrated, usually from 108 µM), inactives show top-dose activity change, negative = inhibition, usual class: inhibitors; note: potency is the fitted concentration of half-maximal effect; % is set by controls: 0 for no effect and ±100 for the full control effect
# Target sequence (P18054 whole entry, looked up): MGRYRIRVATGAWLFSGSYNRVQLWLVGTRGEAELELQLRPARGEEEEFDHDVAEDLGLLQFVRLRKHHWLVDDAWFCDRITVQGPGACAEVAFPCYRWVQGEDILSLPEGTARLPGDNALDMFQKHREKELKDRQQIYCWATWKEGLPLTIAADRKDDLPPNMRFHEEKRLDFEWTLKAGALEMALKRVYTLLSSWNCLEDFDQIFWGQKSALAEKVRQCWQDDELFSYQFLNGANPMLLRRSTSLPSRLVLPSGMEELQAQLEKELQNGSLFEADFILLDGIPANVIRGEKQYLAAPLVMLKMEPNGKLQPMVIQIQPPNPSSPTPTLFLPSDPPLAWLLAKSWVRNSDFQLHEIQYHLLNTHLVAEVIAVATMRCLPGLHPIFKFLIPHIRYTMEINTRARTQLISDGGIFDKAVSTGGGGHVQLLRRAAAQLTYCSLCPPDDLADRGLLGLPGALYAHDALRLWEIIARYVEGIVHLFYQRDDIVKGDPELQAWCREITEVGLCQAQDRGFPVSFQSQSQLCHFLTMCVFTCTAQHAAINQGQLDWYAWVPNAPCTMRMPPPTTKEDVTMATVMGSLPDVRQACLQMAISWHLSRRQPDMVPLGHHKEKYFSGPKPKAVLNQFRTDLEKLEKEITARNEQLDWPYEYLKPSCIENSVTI
#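 Hydroperoxide product was detected by ferrous iron/xylenol orange as the 573 to 405 nm absorbance ratio. Arachidonic acid at 40 uM (final) was turned over for 30 min at room temperature by 150 nM human 12hLO, pH 7.0 Hepes buffer, after 15 min compound preincubation.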
# GRP78 ERSR act: qHTS for Inducers of the Endoplasmic Reticulum Stress Response (ERSR) in Human Glioma: qHTS; U87-MG GRP78 promoter luciferase reporter, 16 h; Potency, µM, without a hit: at the highest dose activation, usual class: activators; 420,000 tested, 0.02% active; note: potency is the fitted concentration of half-maximal effect; series mostly up to about 76 µM; % of control where 0% means no effect; nearly all actives have a fitted effect of over 35% in size
#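 Stably transfected U87-MG glioma cells carrying a GRP78-based luciferase sensor; 16 h compound incubation. Luminescence end-point read 10 min after Bright-Glo addition at room temperature.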
# Vif-A3G inh: qHTS for Inhibitors of Vif-A3G Interactions: qHTS; 410,000 tested, 0.076% active; AID 602310, 2012; Potency, µM (top dose mostly 46.1 µM), without a hit: at the highest dose activity, negative = active, most hits filed as inhibitors; HeLa A3G-eYFP + Vif (tagged APOBEC3G with the HIV-1 protein that degrades it), YFP fluorescence, overnight;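 note: potency is the fitted concentration of half-maximal effect; % is set by controls: 0 for no effect and ±100 for the full control effect; nearly all actives have a fitted effect of over 60% in size; hits raise eYFP signal because A3G escapes Vif-driven loss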
# Target sequence (Q9HC16 whole entry, looked up): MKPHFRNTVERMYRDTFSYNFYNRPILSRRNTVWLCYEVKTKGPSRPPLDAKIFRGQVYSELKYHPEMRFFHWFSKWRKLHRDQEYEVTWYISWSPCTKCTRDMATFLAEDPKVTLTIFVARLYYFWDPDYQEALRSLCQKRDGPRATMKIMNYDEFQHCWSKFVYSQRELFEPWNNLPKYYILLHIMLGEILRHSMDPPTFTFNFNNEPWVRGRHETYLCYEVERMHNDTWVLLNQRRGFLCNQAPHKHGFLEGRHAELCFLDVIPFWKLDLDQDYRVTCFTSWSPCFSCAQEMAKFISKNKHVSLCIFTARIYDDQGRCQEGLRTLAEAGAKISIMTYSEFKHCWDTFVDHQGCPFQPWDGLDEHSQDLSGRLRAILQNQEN
#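 HeLa cells stably expressing Vif and C-terminally eYFP-tagged A3G, seeded overnight at 37 deg C, then exposed to compound by pintool overnight at 37 deg C. Rise in yellow fluorescence (Ex 488/Em 500-530, Acumen) marks blocked Vif-driven A3G degradation.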
# RGS4 inhibitor: Inhibitors of Regulator of G Protein Signaling (RGS) 4: qHTS; Regulator of G-protein signaling 4 (Homo sapiens), P49798; Transcreener GDP fluorescence polarization, RGS4-accelerated GTP hydrolysis; Potency, µM (series often up to 114 µM), for the others: top-dose activity change, negative = inhibition, usual class: inhibitors; 390,000 tested, 0.039% active; note: potency is the fitted concentration of half-maximal effect; % is set by controls: 0 for no effect and ±100 for the full control effect; nearly all actives have a fitted effect of over 75% in size; some results filed as inactive show a strong effect at the top dose
#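 MLSMR compounds (23 nl, pin-transferred) preincubated 10 min at room temperature with a 500nM (2x) first reagent, then RGS4 at 900nM (2x) plus Transcreener GDP mix added; fluorescence polarization (620/688 nm) read before and after 90 min at 30 °C.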
# Vif-A3F inh: qHTS for Inhibitors of Vif-A3F Interactions: qHTS. HeLa A3F-eYFP + Vif (tagged APOBEC3F with the HIV-1 protein that degrades it), YFP fluorescence increase. Potency, µM (top dose mostly 46.1 µM), inactives show top-dose activity, negative = active. 390,000 tested, 0.2% active. AID 602313, 2012; note: potency is the fitted concentration of half-maximal effect; % of control where 0% means no effect; nearly all actives have a fitted effect of over 65% in size
#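 Fluorescence increase (Ex 488/Em 500-530) after overnight compound treatment at 37 deg C flags inhibition of Vif-driven A3F-eYFP loss in stable HeLa A3F-eYFP/Vif cells seeded overnight beforehand.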
# D2 antagonist: HTS Assay for Allosteric Antagonists of the Human D2 Dopamine Receptor: Primary Screen for Antagonists; D(2) dopamine receptor (Homo sapiens), P14416; 340,000 tested, 2% active; HEK293 TREx D2 cells, calcium flux, dopamine EC80; inhibition, % at 10 µM; in the data active = inhibition above about 30%; note: 0% is about no effect
#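 Compounds are added to dye-loaded, induced HEK293 T-REx cells coupled to calcium release via D2; after a 3 min kinetic read an EC80 dopamine stimulus is given and fluorescence is recorded for 3 more min.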
# LDHA inh: qHTS assay for inhibitors of human lactate dehydrogenase | purified LDHA, NADH/diaphorase-resazurin fluorescence; active compounds read low | L-lactate dehydrogenase A chain (Homo sapiens), P00338 | activity change, % (values are at about 110 or 230 µM) | 480,000 tested, 0.15% active | AID 1347041, 2019; in the data active = activity change below about -30%; inconclusive = mostly about -25% to -30%;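 note: plate controls were DMSO wells for no effect and wells without enzyme for full effect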
#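 Enzyme activity of human lactate dehydrogenase 5 (2 nM; 0.06 mM NADH, 0.2 mM pyruvate, 5 min, RT) is measured via a resazurin/diaphorase fluorescence readout of residual NADH.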
# D2 agonist: HTS Assay for Allosteric Agonists of the Human D2 Dopamine Receptor: Primary Screen for Agonists | D(2) dopamine receptor (Homo sapiens), P14416 | HEK293 T-REx D2 cells, calcium flux agonist mode | activation, % at 2 µM | 340,000 tested, 0.53% active | AID 485358, 2010;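 active = activation over 3 SD above normal in the single-dose calcium agonist read, cut at about 30% in these data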; note: 0% is about no effect
#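 Tetracycline-induced HEK293 T-REx cells with force-coupled D2 receptor, plated overnight at 30 C, loaded with no-wash calcium dye. After a 10 s baseline, compound was pin-added and calcium flux read kinetically for 180 s; calcium rises flagged agonists.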
# ERG-DNA inh: qHTS for Small Molecule Inhibitors of the ERG Ets/DNA interaction. Transcriptional regulator ERG (Homo sapiens), P11308. fluorescence polarization, His-ERG Ets domain / labelled DNA. Potency, µM (doses to about 76.9 µM), without a hit: at the highest dose FP activity, negative = inhibition, most hits filed as inhibitors. 370,000 tested, 0.028% active; active = well fitted inhibition curve with a large enough effect in the polarisation, with a control signal flat; inconclusive = small, poorly fitted or top-dose-only effect, or effect the other way, or a change in a side signal; inactive = no such curve, though single readings can be large or run the other way; the % refers to the polarisation;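 note: polarization taken with two DNA probes labelled with fluorescein and Texas red; potency is the fitted concentration of half-maximal effect; % of control where 0% means no effect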
#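 His-tagged ERG Ets domain (1 uM in the protein solution; 300mM KCl, 50mM Tris-HCl, 1mM EDTA, 1mM DTT, pH 7.5) received compound, then a probe mix of 5 nM fluorescein-DNA and 100nM Texas-615-DNA. Fluorescence polarization was read for both dyes.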
# The depositor's hits bear a star; i = inactive; u = inconclusive; x = not tested or not shown; & = joins results of further samples; [ ] = dose if it differs, or a comment. Unless noted, calls come from the whole dose curve; as a rule, active = well fitted curve in the direction sought with a large enough effect; inconclusive = small, poorly fitted or top-dose-only effect, or another doubt; inactive = no such curve, though single readings can be large; an effect the other way counts as inactive or inconclusive. A portion of the library; count on the stated rates, not on these rows.
Compound	RGS4 inhibitor	Vif-A3F inh	Vif-A3G inh	D2 agonist	LDHA inh	GRP78 ERSR act	ALOX12 inh	ERG-DNA inh	D2 antagonist
O=C(NCc1cccc(Cl)c1)c1cc2c(s1)-c1ccccc1SC2	4%	x	x	-0.7	-5	x	-17%	11%	x
O=C(CSc1nc(=O)n2cc(Cl)ccc2n1)Nc1cccc2ccccc12	-28%	1%	-23%	-1.6	-3	-6%	-26%	28%	-10
CCc1ccc(NC(=O)CSCCO)cc1	20%	-7%	0%	2.2	-10	1%	-16%	-2%	-7
CC(=O)N1CCSc2ccc(S(=O)(=O)NCc3ccc(F)cc3)cc21	-25%[56.9 µM]	2%	-1%	0.5	-3	-2%	-4%	-5%	0
Cc1ccc(C(=O)N/N=C\c2ccc([N+](=O)[O-])s2)cn1	-12%	-8%	-17%	4.1	-5	-10%	-17%	0%	-8
Cc1cc(OC(C)C)nc(-c2ccccc2O)n1	4%	-1%	0%	0.0	2	-5%	-7%	2%	13
CCCCOC(=O)C1=C(C)Nc2ncnn2C1c1cccc(OC)c1 (centres undefined)	-10%	-8%	0%	-1.0	-6	-3%	-21%	6%	17
COc1cccc(NC(=O)CSc2nnc(-c3cccc(OC)c3)o2)c1	0%	x	x	-1.9	0	x	-11%	48%[activator]	x
O=C(NC12CC3CC(CC(C3)C1)C2)N1CCN(C(=O)C2CCCO2)CC1 (centres undefined)	-5%	-7%	-3%	0.0	-2	-4%	-2%	x	-1
COC(=O)CC1C(=O)NCCN1C(=O)Nc1ccccc1 (centres undefined)	-8%	3%	2%	11	-3	-4%	38%[activator]	1%	15
COC(=O)c1cc(NC(=O)Cc2cc(OC)c(OC)c(OC)c2)cc(C(=O)OC)c1	19%	1%	-2%	-1.1	-3	-3%	16%	-10%	40*
COc1ccc(CNC(=O)c2c(O)c3ccccc3n(C)c2=O)cc1OC	-12%	6%	-2%	0.4	1	-4%	418%[activator]	-6%	-9
CN1C(=C2C(=O)OC(C)(C)OC2=O)Sc2ccccc21	-8%	-2%	-6%	0.5	-2	-1%	-19%	x	4
CC1(C(=O)NS(=O)(=O)c2ccccc2)CCN1C(=O)CC(c1ccccc1)c1ccccc1 (centres undefined)	x	x	-2%	x	1	0%	7%	x	x
Cc1ccccc1NC(=O)C1CCN(S(=O)(=O)c2cccc3nonc23)CC1	-21%&16%	5%&1%	-1%&5%	-2.3&0.4	0&-5	-3%&2%	16%&-18%	-6%&6%	5
COCCC1CCCCN1C(=O)c1ccc(OC2CCN(C(C)=O)CC2)c(OC)c1 (centres undefined)	10%	1%	-1%	x	1	-1%	3%	-1%	x
CC(C)n1c(SCC(N)=O)nc2c1c(=O)n(C)c(=O)n2C	5%	-1%	1%	1.9	-2	-3%	8%[57.4 µM]	-9%	-3
COC(=O)CSc1nc2c(c(=O)n(C)c(=O)n2C)n1CCC(C)C	-37%	5%	-1%	-0.6	-5	-1%	0%	-12%	5
COc1ccc(NCC(=O)N/N=C/C2CCCCC2)cc1	13%	14%	-4%	0.7	3	-4%	19%	8%	8
O=C1N[C@@H](Cc2c[nH]c3ccccc23)COC(=O)[C@@H](Cc2ccc(F)cc2)CC/C=C/C[C@@H]1CC(=O)N(CCO)Cc1ccccc1	-16%	1%	-2%	x	0	-1%	0%	4%	x
COc1ccc(C(C)=O)c2c(O)cccc12	-21%	1%	-11%	0.4	18	-2%	5%	11%	-4
C#CCN(C[C@@H]1[C@@H](OC(=O)NCc2ccccc2F)[C@@H](OC(=O)NCc2ccccc2F)Cn2c(=O)ccc(=O)n21)S(=O)(=O)c1ccc(C)cc1	x	-8%	-27%	x	-1	-13%	u	x	x
O=C(CNC(=O)Cn1cnc2sc3c(c2c1=O)CCCC3)NCc1ccccn1	-1%	0%	-4%	-1.3	-2	-2%	-4%[57.4 µM]	x	-11
O=C(NC(=S)Nc1ccc(Cc2ccncc2)cc1)c1ccccc1	-39%	3%	-16%	3.9	-11	0%	u	7%	19
CCOc1ncccc1C(=O)Nc1ccc2c(c1)OCCCO2	26%	-6%	-3%	-0.3	-1	4%	8%	3%	15
CCNNC(=O)C(O)(Cc1ccccc1)Cc1ccccc1	7%	10%	7%	-0.2	-6	3%	0%	-13%	-13
O=C(CCC(=O)NC1CCCCC1)Nc1cccnc1	17%	-4%	1%	2.2	-6	-3%	5%	-4%	-10
CCN1C(=NCCCOC(C)C)N[C@@H](CCc2ccccc2)[C@H](C(=O)NCCCOC(C)C)[C@H]1C	u	-7%	5%	x	0	-2%	u	7%	x
CCN1C(=O)[C@@H]2[C@@H](c3ccc(-c4ccc5c(c4)OCO5)c(OC)c3)N3CCC[C@@]3(C(=O)OC)[C@@H]2C1=O	-7%	-10%	-4%	-0.7	-2	-4%	11µM*	6%	3
CCOC(=O)CS(=O)(=O)c1nc(-c2ccccc2)cc(C(F)(F)F)n1	u	-10%	u	2.0	-4	-15%	60%[activator]	0%	-10
O=C(C(=C1NCCN1)n1cncn1)c1ccccc1	-8%	7%	0%	0.7	-5	-4%	-10%	4%	-6
CC(C)OCCCN(C)C1CCN(S(=O)(=O)c2csc(C(N)=O)c2)CC1	16%&-13%	0%&-5%	0%&4%	0.9&0.6	-1&-4	3%&-1%	u	-16%&-6%	7
COc1ccc2ccccc2c1/C=N/N1C(=O)CSC1=S	-44%	3%	-1%	4.3	14	-1%	-12%	50%[activator]	-12
COCCN1C=C(C(=O)OC)C(c2cc(Br)c(OC)c(OC)c2)C(C(=O)OC)=C1	-26%	-4%	-25%	-0.5	-9	7%	i	-4%	-3
Cn1c(N/N=C\c2cccc(O)c2)cc(=O)n(C)c1=O	-2%	-3%	-6%	x	-1	0%	16%	-10%	x
COc1ccc(C2=Nc3ccc(OC(F)(F)F)cc3NC(c3cccnc3)=N2)cc1	7%	x	x	0.3	-15	x	-10%	1%	x
CC(=O)NC12CC3CC(C1)CC(C(=O)NCC(=O)Nc1c(C)cc(C)cc1C)(C3)C2	13%	1%	3%	0.1	1	-2%	2%	12%	5
Cc1ccccc1Nc1scc(-c2ccc(Br)cc2)[n+]1-c1ccccc1C	-2%	-1%	-2%	2.4	7	-4%	-14%	0%	-9
Cc1cc(NC(=O)CCN2C(=O)C3C4C=CC(C4)C3C2=O)ccc1Br (centres undefined)	9%	9%	1%	3.2	-9	11%	-37%	-13%	-6
CC(=O)N1c2ccc(S(=O)(=O)N3CCC(C(=O)Nc4cccc(Cl)c4C)CC3)cc2CC1C (centres undefined)	0%	1%	1%	-0.7	-5	0%	-13%	-12%	x
CSCC[C@H](NC(=O)COc1ccc(Cl)cc1)C(=O)N1CCC2(CC1)NCCc1[nH]cnc12	u	-1%	0%	0.0	-1	-6%	1%	22%	-9
O=C1NC[C@H](CC2CCCCC2)N(CC2CCCCC2)C1=O	-10%	4%	-7%	0.6	-3	-5%	u	-9%	8
O=C(Nc1ccc2nc3n(c(=O)c2c1)CCCCC3)c1ccccc1Cl	6%	-2%	-9%	-1.1	-15	2%	11%[57.4 µM]	0%	5
O=C(NC(=S)NC(CO)c1ccccc1)c1ccc(F)cc1 (centres undefined)	-22%	3%	-6%	0.8	1	-5%	u	17%	-13
CN(C)S(=O)(=O)c1cccc(C(=O)NCC2CCCCC2)c1	-23%	3%	0%	-0.4	-4	10%	-6%	7%	-9
CCN(C(=O)Cn1nc2c3cc(F)ccc3n(Cc3cccc(C)c3)cc-2c1=O)c1cccc(C)c1	-1%	3%	-2%	x	0	-4%	-19%	1%	x
Cc1ccc(/C=C/C(=O)c2c(C)cc(C)[nH]c2=O)cc1	-5%	-20%	-7%	0.5	-7	-4%	-2%	-1%	11
OC(CN(c1ccccc1)c1ccccc1)Cn1cnc2ccccc21 (centres undefined)	6%	-13%	-5%	-0.2	-5	-8%	0%	-1%	-15
Cc1onc(-c2c(Cl)cccc2Cl)c1C(=O)N1CCOCC1	-7%	-7%	-2%	-0.1	0	1%	16%	13%	4
CCCC(=O)N1CCCC(c2cc(C(=O)NCc3ccc(F)cc3)no2)C1 (centres undefined)	x	x	-4%	x	-10	u	-15%	x	x
C=CCn1c(Cc2cccs2)nnc1SCC(=O)Nc1cccc(OC)c1	1%	-2%	-5%	-0.7	-3	-4%	-20%	1%	-18
COc1cc(O)c(C(CC(=O)N2CCN(c3ccccc3)CC2)c2cc(OC)c(OC)c(OC)c2)c(OC)c1 (centres undefined)	-13%&-16%	-6%	1%&-3%	0.6	1	-3%&-3%	-10%	-1%	12
Cc1ccnc(NS(=O)(=O)c2ccc(NC(=O)c3cc(=O)c4ccc(C)c(C)c4o3)cc2)n1	7%	-3%	1%	1.5	-4	-4%	u	-3%	x
